tuberculosis growth = growth inhibition of non-replicating M. tuberculosis (AID 488890) | Mycobacterium tuberculosis non-replicating, growth inhibition; higher % means a stronger effect | inhibition, % at 25 µM; hits with a dose series show IC50 in µM | 0.39% of 320,000 active; in the data active means a potency from the dose series; inconclusive means inhibition mostly from about 82% at the one dose, without a potency; inactive means the rest, 99 in 100 with inhibition below about 76%;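 further: plate controls were DMSO cells for no effect and high antibiotic wells for full effect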
Salmonella PhoP GFP = PhoP regulon inhibitors, Salmonella typhi PhoP promoter GFP reporter, confirmatory (AID 1850) | Salmonella Typhi PhoP-promoter GFP reporter, fluorescence, 4 h; higher % means a stronger effect | one-dose inhibition, % at 50 µM; IC50 in µM for titrated hits | 0.33% of 310,000 active; in the data active means a potency from the dose series; inconclusive means inhibition mostly from about 25% at the one dose, without a potency; inactive means the rest, 99 in 100 with inhibition below about 19%;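 further: 0% = induced wells with vehicle and 100% = uninduced wells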
influenza NS1A = H1N1 influenza NS1A inhibitors, functional cell based assay (AID 504329) | NS1A functional cell-based assay, percent inhibition; higher % means a stronger effect | inhibition, % at 12.5 µM; hits with a dose series show IC50 in µM | 0.3% of 340,000 active; in the data active means a potency from the dose series; inconclusive means inhibition above about 27% without an active follow-up result; further: strong numbers were not always called active
H37Rv inhibition = M. tuberculosis growth inhibition, HTS (AID 449762); M. tuberculosis H37Rv growth inhibition, 7H9 media; higher % means a stronger effect; inhibition, % at 25 µM; hits with a dose series show IC50 in µM; 0.59% of 330,000 active; in the data active means a potency from the dose series; inconclusive means inhibition above about 70% without an active follow-up result;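 further: bacterial growth assessed after seven days of incubation; strong numbers were not always called active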
inhibitors of VEEV = inhibitors of VEEV TC-83 cytopathic effect, confirmation, Vero cells (AID 588727) | Vero cells, VEEV TC-83 cytopathic effect inhibition; higher % means a stronger effect | inhibition, % at 20 µM; hits with a dose series show IC50 in µM | 0.13% of 350,000 active; in the data active means a potency from the dose series; inconclusive means inhibition mostly from about 14% at the one dose, without a potency; inactive means the rest, 99 in 100 with inhibition below about 12%; further: strong numbers were not always called active
inhibitors of VEEV 10K pilot screen = second read-out of inhibitors of VEEV, no call of its own (marks repeat the call); inhibition, %; measured here: 10K pilot screen inhibition
Starred values were filed as active, the others as inactive; i = inactive; ? = inconclusive; nt = not tested or not shown.

SMILES	tuberculosis growth	Salmonella PhoP GFP	influenza NS1A	H37Rv inhibition	inhibitors of VEEV	others
O=S(=O)(Nc1ccc(-c2cn3ccccc3n2)cc1)c1ccccc1	6%	16%	12%	-6%	2.9%
O=C(O)C1CC2(Cl)C(Cl)=C(Cl)C1(Cl)C2(Cl)Cl (stereo not drawn)	nt	nt	-4%	nt	i
CC(C)(CO)C(O)C(=O)NCCC#N (stereo not drawn)	8%	7%	-6%	-6%	0.6%
COc1ccc2c(c1)c1ncn(Cc3ccccn3)c(=O)c1n2C	-5%	4%	-22%	-3%	1.5%
Brc1cc2c(cc1/C=N/Nc1nc(N3CCOCC3)nc(N3CCOCC3)n1)OCO2	-12%	-1%	17%	2%	8.7%
CC(=O)Nc1cc(C(=O)N2CCc3ccccc3C2)ccc1Sc1ccc(F)cc1	28%	0%	4%	0%	i
Cc1ccc(C(=O)OCc2nc3ccccc3s2)o1	?	2%	-19%	?	1.1%
Cc1cc(NC(=O)Cn2nc(-c3cccs3)ccc2=O)cc(C)c1Br	-6%	4%	0%	5%	1.9%
CCC(C)C(=O)Nc1nc2ccc(OC)cc2s1 (stereo not drawn)	13%	-2%	nt	-1%	2.0%
Cc1cccc(N2C(=O)CS/C2=N\NC(=O)c2cccnc2)c1C	-8%	10%	-8%	-7%	2.8%
Cn1c(=O)c2[nH]c(NCCCN3CCOCC3)nc2n(C)c1=O	-34%	21%	11%	5%	1.4%
COc1cccc(/C=C/C(=O)N2CCN(c3n[nH]c(=O)[nH]c3=O)CC2)c1OC	16%	2%	-5%	1%	0.6%
COc1ccccc1CNC(=O)C(=O)NCC1CCCO1 (stereo not drawn)	3%	-1%	2%	8%	0.4%
O=c1[nH]nc(-c2ccc(NCCCO)c([N+](=O)[O-])c2)c2ccccc12	-19%	7%	-17%	1%	1.2%
Cc1cc(NC(=O)CSc2c(C)[nH]c3ccccc23)no1	10%	-8%	1%	6%	2.0%
Nc1n[nH]c(N)c1N=Nc1ccc(F)cc1	-2%	10%	-2%	-3%	i
CCSc1cc(N2CCOCC2)nc(-c2ccccc2)n1	-7%	-7%	-6%	8%	0.8%
CC(=O)c1ccc(Oc2nc3c(c(=O)n(C)c(=O)n3C)n2C)cc1	4%	-1%	-2%	-5%	1.3%
CCOc1ccc(NC(=O)NNC(=O)c2ccc(Cl)cc2Cl)cc1	-4%	-6%	-7%	-7%	0.9%
CCc1nnc(NS(=O)(=O)c2ccc(N/C=C/C(=O)c3ccc(OC)cc3)cc2)s1	75%	-19%	-3%	4%	4.3%
O=C(COc1ccc2c(c1)oc(=O)c1ccccc12)NCCN1CCOCC1	50%	-5%	-3%	2%	i
CN(C)c1nc(N(C)C)nc(N(C#N)CN2C(=O)c3ccccc3S2(=O)=O)n1	2%	7%	-4%	10%	1.0%
Cc1ccc2nc(NC(=O)Cc3cccs3)sc2c1	38%	13%	0%	17%	i
CC(=O)Oc1ccccc1C1=NN(C(C)=O)C(c2ccccc2)C1 (stereo not drawn)	-3%	-8%	-4%	9%	0.7%
Cn1c(C(=O)NCCN2CCN(c3ccccc3F)CC2)cc2c(=O)n(C)c3ccccc3c21	10%	-14%	4%	-8%	5.8%
Further records follow.
SMILES	tuberculosis growth	Salmonella PhoP GFP	influenza NS1A	H37Rv inhibition	inhibitors of VEEV	others
Cc1ccccc1C(=O)Nc1nc(=S)ss1	23%	-4%	9%	-1%	1.1%
CC(C)(C)OC(=O)NC(CO)c1cn([C@@H](Cc2cc3ccccc3[nH]2)C(=O)N2CCN(C(=O)OC(C)(C)C)CC2)nn1 (stereo partly drawn)	41%	-3%	-16%	-1%	1.7%
COc1cccc(CNc2ccc(N3CCC(C)CC3)cc2)c1OC	64%	6%	20%	-25%	i
C=CCSc1nccc(-c2cc(Cl)sc2Cl)n1	-4%	-3%	-2%	7%	3.9%
CC1=CCC(C(=O)O)C(C(=O)Nc2cccnc2)C1 (stereo not drawn)	-3%	-1%	-2%	-5%	1.0%
COc1ccc(C(=O)C=Cc2cccs2)c(O)c1	nt	nt	13%	nt	0.9%
COc1ccc2c(c1)c(=Cc1ccc(N(C)C)cc1)c1cc(-c3ccccc3)[n+](C)n12	nt	nt	4.6µM*	nt	i
Cc1ccc(C)c(N(C)C(=O)c2ccc3c(=O)n4c(nc3c2)CCCCC4)c1	10%	3%	3%	1%	1.4%
O=C(c1ccc(OC2CCN(Cc3ccccn3)CC2)cc1)N1CCC[C@H]1CO	-4%	11%	8%	12%	i
COc1ccccc1C(=O)OCC(=O)Nc1cccc(S(=O)(=O)NC2=NCCCCC2)c1	9%	nt	-6%	9%	11%
COc1ccc(S(=O)(=O)N2CCCCC2)cc1NC(=O)c1ccc([N+](=O)[O-])o1	nt	5%	-5%	1%	3.1%
CC(C(=O)Oc1ccc2c(c1)OCO2)N1C(=O)c2ccccc2C1=O (stereo not drawn)	?	-19%	nt	2%	nt
CC(C)Cn1c(N)c(C(=O)COC(=O)c2ccc(Br)cc2)c(=O)n(C)c1=O	55%	nt	0%	35%	1.7%
O=C(NCCc1ccc(F)cc1)C(=O)NCC1CCCN1S(=O)(=O)c1ccccc1 (stereo not drawn)	5%	3%	-2%	-1%	6.2%
CCSC1=NCCN1C(=O)Cc1ccc(-c2ccccc2)cc1	19%	-4%	6%	-3%	i
N#CC1=C(N)NC(SCC(=O)Nc2ccc(Br)cc2)=C(C#N)C12CCCCC2	17%	-2%	-6%	2%	2.6%
O=S(=O)(NCc1cccs1)c1ccc(Br)s1	8%	-15%	nt	6%	nt
CCOC(=O)CC1(C)SC(NC(C)=O)=NN1C(C)=O (stereo not drawn)	8%	2%	-3%	3%	0.8%
COc1ccc2cc(CCNC(=O)c3ccc4c(c3)OCO4)c(=O)[nH]c2c1	nt	-12%	9%	-1%	9.4%
CN(CCc1ccccc1)C(=O)c1cccc(NC(=O)Cc2cccc(NC(=O)C3CCCN(C(=O)c4ccccc4)C3)c2)c1 (stereo not drawn)	nt	nt	-12%	nt	1.9%
CC(NC(=O)c1ccc(OC2CCN(Cc3ccccn3)CC2)cc1)c1nccs1 (stereo not drawn)	23%	-9%	-6%	-6%	3.0%
O=C(CCSCCC(=O)NN=Cc1ccccc1)NN=Cc1ccccc1	nt	nt	4%	nt	i
C=CCN(c1cccc(C(F)(F)F)c1)S(=O)(=O)c1cccc(C(=O)OCC(=O)NC(N)=O)c1	19%	9%	25%	-6%	i	inhibitors of VEEV 10K pilot screen=2.7
COc1ccc(-c2coc3cc(OC4OC(CO)C(O)C(O)C4O)ccc3c2=O)cc1 (stereo not drawn)	-18%	-2%	-1%	0%	1.5%
CC(=O)c1c(C(C)=O)c(C)n(NC(=O)c2ccccc2Cl)c1C	-1%	-3%	-1%	-12%	i

Six compounds out of the list, arranged by heavy-atom count, low to high:
SMILES	tuberculosis growth	Salmonella PhoP GFP	influenza NS1A	H37Rv inhibition	inhibitors of VEEV	others
CC(=O)c1c(C(C)=O)c(C)n(NC(=O)c2ccccc2Cl)c1C	-1%	-3%	-1%	-12%	i
CC(=O)c1ccc(Oc2nc3c(c(=O)n(C)c(=O)n3C)n2C)cc1	4%	-1%	-2%	-5%	1.3%
O=c1[nH]nc(-c2ccc(NCCCO)c([N+](=O)[O-])c2)c2ccccc12	-19%	7%	-17%	1%	1.2%
CN(C)c1nc(N(C)C)nc(N(C#N)CN2C(=O)c3ccccc3S2(=O)=O)n1	2%	7%	-4%	10%	1.0%
CCc1nnc(NS(=O)(=O)c2ccc(N/C=C/C(=O)c3ccc(OC)cc3)cc2)s1	75%	-19%	-3%	4%	4.3%
COc1ccccc1C(=O)OCC(=O)Nc1cccc(S(=O)(=O)NC2=NCCCCC2)c1	9%	nt	-6%	9%	11%

New compounds follow
SMILES	tuberculosis growth	Salmonella PhoP GFP	influenza NS1A	H37Rv inhibition	inhibitors of VEEV	others
CC(=O)Nc1ccc(NC2=CC(=O)CC(C)(C)C2)cc1	0%	-17%	0%	-7%	1.1%
CCSc1cc(C)nc2c(-c3ccccc3)cnn12	16%	5%	-4%	-4%	6.9%
CC(=O)OC1(C)CC(C)C(=O)C(C(O)CC2CC(=O)NC(=O)C2)C1 (stereo not drawn)	nt	nt	-2%	nt	1.6%
Oc1c(Cl)cc(Cl)cc1/C=N/c1nc(-c2ccc(Cl)cc2)cs1	-3%	0%	-1%	48%	1.1%
CCN(CC(=O)NC(C)(C)C)Cc1cc(=O)n2c(-c3ccccc3)csc2n1	-4%	-2%	1%	0%	1.4%
O=C(c1ccco1)N1CCN(S(=O)(=O)c2cccc3nsnc23)CC1	1%	1%	-8%	0%	i
O=C(CCN1C(=O)c2ccccc2C1=O)Nc1ccc(S(=O)(=O)N2CCOCC2)cc1	-3%	10%	-1%	-2%	0.4%
O=C(Nc1ccccc1-c1ccccc1)c1ccccc1[N+](=O)[O-]	44%	-3%	-3%	-5%	i
Cc1cnc(C(=O)OCC(=O)NC(C)c2ccccc2)cn1 (stereo not drawn)	-7%	nt	-6%	-3%	0.2%
O=C(O)CCn1cc(C=C2C(=O)NC(=O)NC2=O)c(-c2ccc(Br)cc2)n1	-1%	-4%	-7%	-3%	i
Cc1ccnc(NS(=O)(=O)c2ccc(N=Cc3c(O)n(C)c(=O)n(C)c3=O)cc2)n1	64%	-3%	10%	62%	0.8%
Cc1ccc2c(=O)cc(C(F)F)oc2c1	-15%	21%	6%	-8%	0.3%
CC(=O)N1CCN(S(=O)(=O)c2cccc(C(=O)Nc3nccs3)c2)CC1	5%	-7%	6%	0%	i
CCCC(C(=O)NCC1CCCO1)N(Cc1ccco1)C(=O)CNS(=O)(=O)c1ccccc1 (stereo not drawn)	-5%	-6%	-3%	-1%	0.3%
O=C(NCc1ccco1)c1cc2c(s1)CSC2	-7%	-4%	nt	-12%	nt
CCSc1cc(C2C(C#N)=C(N)Oc3n[nH]c(C)c32)c(C)o1 (stereo not drawn)	-2%	-2%	1%	-8%	i
O=C(Oc1ccc2ccccc2c1Br)N1CCCCCC1	41%	1%	-8%	6%	4.3µM*
O=C(NCc1ccccc1)C(c1ccc(F)cc1)N(Cc1cccs1)C(=O)c1cnccn1 (stereo not drawn)	5%	-2%	-8%	-2%	8.7%
CCOC(=O)N1CCN(C(=O)CCCn2c(=S)[nH]c3ccsc3c2=O)CC1	6%	-8%	-6%	1%	0.7%
COc1ccc(OC)c(N2C(N)=C(C#N)C(c3ccc(OC)c(O)c3)C3=C2CC(C)(C)CC3=O)c1 (stereo not drawn)	-10%	-11%	nt	1%	nt
CN1C2C=C(N(C(=O)c3ccc(Cl)cc3)c3ccccc3)CC1CC2 (stereo not drawn)	-1%	6%	-4%	4%	0.0%
CCOC(=O)c1[nH]c2ccccc2c1NC(=O)NC(C)C	-3%	-1%	2%	-7%	2.1%
CCOC(=O)C1CCN(S(=O)(=O)c2ccc(CC)cc2)CC1	50%	-2%	-12%	-5%	0.3%
Cn1c(-c2c(N)n(C3CCCC3)c3nc4ccccc4nc23)nc2ccccc21	?	-5%	-16%	?	6.0%
CCCn1nc(C(=O)Nc2ccc(S(=O)(=O)Nc3nccs3)cc2)c2ccccc2c1=O	12%	-7%	8%	9%	13%
Following part.
SMILES	tuberculosis growth	Salmonella PhoP GFP	influenza NS1A	H37Rv inhibition	inhibitors of VEEV	others
CCOC(=O)CN1C(=O)CN(c2ccc(C)cc2)C1=O	-6%	2%	-9%	4%	0.1%
O=C(NCC1CCCO1)c1cnn2c(C(F)F)cc(C3CC3)nc12 (stereo not drawn)	1%	0%	-6%	-6%	5.3%
Cc1ccc(NC(=O)c2cccc(S(=O)(=O)N3CCN(C)CC3)c2)cc1F	-6%	5%	5%	3%	i
Cn1c(/C=C(\C#N)C(N)=S)ccc1-c1ccc(Br)cc1	nt	nt	3%	nt	3.1%
Cn1ccnc1SCC(=O)c1ccc(Cl)cc1	11%	-4%	-3%	0%	0.6%
COc1ccc2cc(CN(Cc3ccco3)Cc3nnnn3C3CCCCC3)c(=O)[nH]c2c1	29%	-1%	5%	-8%	10%
COc1ccc(N(C(=O)Cn2nnc(-c3ccc(F)cc3)n2)C(C)C(=O)NC2CCCC2)cc1OC (stereo not drawn)	-4%	1%	6%	-4%	0.1%
CSc1ccccc1OCc1cc(C(=O)N(Cc2nccn2C)C(C)C)no1	-13%	10%	-9%	-1%	4.3%
O=C(O)C1C2CCC(C2)C1C(=O)NCCc1ccc(F)cc1 (stereo not drawn)	28%	-4%	5%	4%	0.5%
CC(C)c1ccc(N(C(=O)c2csnn2)C(C(=O)NC2CCCC2)c2ccncc2)cc1 (stereo not drawn)	13%	-13%	1%	0%	0.8%
Cc1cc(C(=O)N2CCCC(N3CCN(c4ccccc4C)CC3)C2)n(C)n1 (stereo not drawn)	9%	-16%	-7%	1%	0.3%
c1ccc(OCc2nc3ccccc3s2)cc1	25%	4%	-4%	-1%	2.4%
